Screening data as filed in PubChem BioAssay.
RAD54 inh = inhibitors of human RAD54 branch migration, primary screen, biochemical, fluorescence, single point; DNA repair and recombination protein RAD54-like (Homo sapiens), Q92698; RAD54 Holliday junction branch migration, FAM/BHQ fluorescence; inhibition, % at 10.4 µM; hit rate 0.14% among 360,000;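 active means mean normalized replicate activity at least 40 and at least half of replicates scoring 40 or more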;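 further: 0% = median of neutral control wells and 100% = median of positive control wells; inhibitors cause a drop in the FAM fluorescence signal; in these data hits start at about 50%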
Target sequence (Q92698 whole entry, looked up): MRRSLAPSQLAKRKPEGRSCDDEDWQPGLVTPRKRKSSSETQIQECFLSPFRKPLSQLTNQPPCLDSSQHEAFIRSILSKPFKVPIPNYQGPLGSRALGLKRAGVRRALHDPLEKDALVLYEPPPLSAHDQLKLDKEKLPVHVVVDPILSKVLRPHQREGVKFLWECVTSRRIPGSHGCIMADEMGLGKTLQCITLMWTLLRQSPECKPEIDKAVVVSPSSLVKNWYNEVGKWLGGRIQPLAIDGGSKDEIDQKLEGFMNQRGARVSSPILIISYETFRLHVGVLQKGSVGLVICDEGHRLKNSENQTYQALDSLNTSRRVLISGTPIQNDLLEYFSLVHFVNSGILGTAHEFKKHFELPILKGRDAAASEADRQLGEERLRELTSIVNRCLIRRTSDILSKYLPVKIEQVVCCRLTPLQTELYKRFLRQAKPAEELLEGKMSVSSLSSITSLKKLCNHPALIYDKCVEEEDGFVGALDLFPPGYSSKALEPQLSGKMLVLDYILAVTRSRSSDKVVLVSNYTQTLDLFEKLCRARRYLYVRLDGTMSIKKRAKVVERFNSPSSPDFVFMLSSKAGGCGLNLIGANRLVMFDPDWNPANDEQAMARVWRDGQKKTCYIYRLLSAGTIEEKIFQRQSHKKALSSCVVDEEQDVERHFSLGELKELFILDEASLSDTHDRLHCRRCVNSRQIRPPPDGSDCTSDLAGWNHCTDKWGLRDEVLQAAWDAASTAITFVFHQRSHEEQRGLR
The depositor's hits bear a star. Some of the compounds tested, so the mix of outcomes need not match the whole.

Compound	RAD54 inh
CC(=O)c1ccc(NC2CC(O)C(O)CO2)cc1 (centres undefined)	0
C=CCn1c(=O)[nH]c2cc(C(=O)N3CCN(c4cccc(Cl)c4)CC3)ccc2c1=O	-16
COCCNC(=O)C(c1cccs1)N(C(=O)Cn1nnc2ccccc21)c1cccc(C(C)=O)c1 (centres undefined)	1
CC(C)(C)n1nnnc1C(c1cccs1)N(Cc1cccnc1)Cc1ccco1 (centres undefined)	1
CCOc1ccc(OCC)c(NC(=O)CN2CCN(c3cccc(C)c3)C(C)C2)c1 (centres undefined)	4
S=C(Nc1ccc(Cl)c(Cl)c1)NC1CCN(Cc2ccccc2)CC1	13
Nc1cccc2c1C(=O)N(C(=O)c1ccc(S(=O)(=O)N3CCCCCC3)cc1)C2=O	3
CCCc1nnc(NC(=O)CCCC(=O)O)s1	-6
COc1cccc(-c2nc(CS(=O)(=O)CC(=O)NCCCN3CCc4ccccc4C3)c(C)o2)c1	2
COc1cc2c(C#N)c(N3CCN(C)CC3)nc(N)c2c(N)n1	71*
COc1ccc(Br)cc1C1N2CC3(C)CN1CC(C)(C2)C3=O (centres undefined)	1
CCC1CCc2c(sc3ncnc(N4CCOCC4)c23)C1 (centres undefined)	-8
C/C(=N/O)c1cc(C(C)(C)C)c(O)c(C(C)(C)C)c1	-5
COc1ccc(C2C(C(=O)N3CCCCC3)CC(=O)N2c2ccc(OC)cc2)cc1 (centres undefined)	5
O=S(=O)(c1ccccc1Cl)N1CCCC1c1nc(-c2cccc(Cl)c2)no1 (centres undefined)	0
CCN1CCN(CCC(=O)Nc2cccc(OC)c2)CC1	-7
C=C(C)COc1ccc(-c2n[nH]c(C)c2-c2ccccc2)c(O)c1	-8
Cc1ccc2c(c1)C(=O)c1ccccc1CS2=O (centres undefined)	2
CCOC(=O)C1=C(C)NC(C)=C(C(=O)OCC)C1c1cc(N)ccc1OC(F)F	8
CCn1c(SCC(=O)O)nc2sc3c(c2c1=O)CCC3	0
CCCCc1nc2c(=O)[nH]c3ccccc3c2o1	-3
Oc1ccc(N2CCN(c3ncnc4sc5c(c34)CCC5)CC2)cc1	6
COc1ccc(C2C(C(=O)NCc3ccccn3)c3ccccc3C(=O)N2C)cc1OC (centres undefined)	-7
CCOC(=O)c1sc(N2N=C(C)/C(=C\c3ccc(OCC(=O)OC)cc3)C2=O)nc1C	-1
O=C(Nc1nnc(CSCc2ccc(F)cc2)s1)c1ccc([N+](=O)[O-])cc1	1
NC(=O)C1CCN(C(=O)c2cc(S(=O)(=O)N3CCOCC3)c(Cl)cc2Cl)CC1	-1
CCOc1cc2[nH]c(=O)n(CCC(=O)NCCc3ccc(OC)c(OC)c3)c(=O)c2cc1OCC	3
OC(CN=c1sc2ccccc2n1CC(O)COc1ccccc1)COc1ccccc1 (centres undefined)	1
CN(C)S(=O)(=O)c1ccc2nc(NC(=O)c3cccnc3)sc2c1	-6
COc1ccc(NC(=O)CSc2ncnc3c2cnn3Cc2ccccc2)cc1OC	-5

More entries
Compound	RAD54 inh
Nc1nc(-c2sc3nc4c(cc3c2N)CCCC4)nc(N2CCOCC2)n1	1
C/C(=N\NC(=O)c1ccoc1C)c1cccnc1	-8
O=C(Nc1nc(-c2ccc(S(=O)(=O)N3CCCC3)cc2)cs1)c1ccco1	-12
Cc1cc(C)c(S(=O)(=O)Nc2ccc(O)cc2)cc1C	-1
COc1ccccc1-c1nnc(-c2ccc(N3CCOCC3)cc2)o1	-1
CCOc1ccc2nc(SCC(=O)Nc3ncccn3)[nH]c2c1	6
O=C(Oc1ccc2ccc(=O)oc2c1)N1CCOCC1	-10
CCn1c(=O)cc(NC2=NCC(C)CN2c2cccc(Cl)c2)n(C)c1=O (centres undefined)	3
O=C(Cc1ccccc1)NCCc1cccc(Cl)c1	-7
Cc1ccc(OCCCC(=O)Nc2ccc(S(=O)(=O)Nc3cc(C)on3)cc2)cc1	7
CN(C)c1ccc(C=Nc2ccccc2C(N)=O)cc1	8
COc1cc(/C=C(\C#N)c2[nH]nc(N)c2C#N)cc(OC)c1O	23
Cn1cc(-c2nnnn2-c2ccc(Cl)cc2)c(=O)c2ccccc21	1
Cc1ccc(C(C)C)c(OCC(=O)Nc2ccc(N3CCN(S(C)(=O)=O)CC3)cc2)c1	-3
CN1CCN(CCC(=O)Nc2ccc(F)c(F)c2)CC1	5
FC(F)(F)c1cc(-c2cccs2)nc(NCc2ccco2)n1	-4
COc1ccc(C(CC(=O)O)NC(=O)COc2ccccc2OC)cc1OC (centres undefined)	-5
COCCn1c(SCC(=O)c2ccc(CNC(C)=O)o2)nc2ccccc2c1=O	-3
COc1cc(NC(=O)C2CC(=O)NC3=C2C(=O)CC(C)(C)C3)c(OC)cc1Cl (centres undefined)	1
CC(=O)Nc1ccc(S(=O)(=O)N2CCN(C(=O)CCC3CCCC3)CC2)cc1	-11
COc1cc(NC(=O)Cn2c(-c3cncs3)nc3ccccc32)cc(OC)c1OC	11
COn1c(=O)c(-c2ccc(Cl)cc2)[n+]([O-])c2ccccc21	6
COc1ccc2oc3cc(C)[n+]([O-])c(-c4ccc(Cl)cc4)c3c2c1	0
CCOC(=O)N1CCN(C(=O)CN(Cc2ccccc2)S(=O)(=O)c2ccc(OC)c(C)c2)CC1	-6
CC1CC2(CC(C)(C(=O)CSc3n[nH]c(-c4ccccc4Cl)n3)OC2=O)C(=O)O1 (centres undefined)	-7
O=C(C1CCCO1)N1CCc2ccccc21 (centres undefined)	3
CC(C)OC(=O)CC12CN(C)CC(CC(=O)OC(C)C)(CN(C)C1)C2=O	-5
CC(C)Cn1ccc(=O)n(CC(C)C)c1=O	-1
CC(C)(C)c1cc(CN2CCCC(O)C2)c(O)c(C(C)(C)C)c1 (centres undefined)	-3
O=[N+]([O-])c1ccc(CSc2nc3ccccc3o2)cc1	-1

Reprinted from the part before: three entries, then new ones.
Compound	RAD54 inh
CC(C)Cn1ccc(=O)n(CC(C)C)c1=O	-1
CC(C)(C)c1cc(CN2CCCC(O)C2)c(O)c(C(C)(C)C)c1 (centres undefined)	-3
O=[N+]([O-])c1ccc(CSc2nc3ccccc3o2)cc1	-1
O=C(O)c1cc(-c2ccco2)nc2ccc(Br)cc12	-10
O=CN1CCN(C(=O)CN2C(=O)c3ccccc3C2=O)CC1	2
COc1ccc(C(=O)NC(=S)NC2CCSC2=O)cc1 (centres undefined)	8
O=C(O)CCCN=C1NC2(CCCC2)Cc2ccccc21	4
CCOC(=O)c1c(NC(=O)CNCCOC)sc2c1CCCC2	-18
COc1ccc(OC)c(CN(CCCN2CCOCC2)S(=O)(=O)c2ccc(NC(C)=O)cc2)c1	2
COc1ccccc1NC(=O)c1nn(-c2ccc(Cl)cc2)ccc1=O	6
COc1ccccc1OCC(=O)Nc1ccc(CSc2ccccc2)cc1C	-2
O=C(COC(=O)c1ccccc1[N+](=O)[O-])c1ccc(C2CCCCC2)cc1	-3
S=C(NCc1cccs1)Nc1cccc(Cl)c1Cl	7
CCN(c1ccccc1)S(=O)(=O)c1cc(C(=O)O)ccc1C	1
CCC(C)(C)n1nnnc1C(c1cccnc1)N1CCN(c2cccc(C(F)(F)F)c2)CC1 (centres undefined)	1
COC(=O)c1oc2c(c1C)C1(CCC2)SCCS1	-11
CCN(/C=N/c1sc2c(c1C#N)CCCCC2)CC	0
COCCCn1nnnc1SCC(=O)N1CCCC1	-9
O=C(Nc1ccccc1Cc1ccccc1)C1CC(=O)N(c2ccc3c(c2)OCCO3)C1 (centres undefined)	6
O=C(CCc1c[nH]c2ccccc12)NC1CC1	-2
CC1=CC(C)C2(CO)COC(c3ccccc3O)C1C2C (centres undefined)	-6
Cc1ccc(-c2nnc(N3CCN(C(=O)c4ccco4)CC3)c3ccccc23)cc1	-3
CCCCSc1nc(O)c(Cc2ccccc2)c(=O)[nH]1	-3
CCCC(c1nnnn1CCOC)N1CCN(Cc2ccccc2)CC1 (centres undefined)	-1
O=C(c1ccc(Cn2c(=O)[nH]c3ccccc3c2=O)cc1)N1CCN(c2ccc(Cl)cc2)CC1	0
CSCCC(NC(=O)c1ccco1)C(=O)OC(C)C(=O)NC(=O)NC1CCCCC1 (centres undefined)	0
O=C(NCCC1=CCCCC1)C1CCN(S(=O)(=O)c2cccc3nsnc23)CC1	-4
CN(C)c1ccc(NC(=O)Oc2ccccc2)cc1	2
O=C(NCCc1ccccc1)N1c2ccccc2Sc2ccccc21	-4
NNC(=O)CNC(c1ccccc1)c1cc(Br)ccc1NC(=O)c1ccccc1Br (centres undefined)	4
COc1ccc(-c2nc3ccccc3s2)cc1O	-6
CCOc1ccc(NC(=S)Nc2ccc(C)c([N+](=O)[O-])c2)cc1	-1
CCN(CC)CCn1cnc2c([nH]c3cccc(OC)c32)c1=O	4

Already shown: entries from further up.
Compound	RAD54 inh
O=C(O)c1cc(-c2ccco2)nc2ccc(Br)cc12	-10
O=CN1CCN(C(=O)CN2C(=O)c3ccccc3C2=O)CC1	2
COc1ccc(C(=O)NC(=S)NC2CCSC2=O)cc1 (centres undefined)	8
O=C(O)CCCN=C1NC2(CCCC2)Cc2ccccc21	4
CCOC(=O)c1c(NC(=O)CNCCOC)sc2c1CCCC2	-18

Following part:
Compound	RAD54 inh
CCOC(=O)CC1C(=O)NCCN1S(=O)(=O)c1ccc(Cl)c(Cl)c1 (centres undefined)	-1
Cc1ccc(OCC(=O)NC2=NCCS2)cc1	2
Cc1ccc(S(=O)(=O)N(C)C)cc1NC(=S)NC(C)CCCC(C)C (centres undefined)	9
CC1CCN(CCCNC(=O)CCCNC(=O)Cn2cnc3sc4c(c3c2=O)CCCC4)CC1	0
CCOCCCNC(=O)C(C)NS(=O)(=O)c1ccc(C)cc1 (centres undefined)	-6
CCn1nccc1C(=O)Nc1ccc(Cl)cn1	5
Cc1ccccc1N(CC(=O)N/N=C/c1ccc(F)cc1)C(=O)c1ccccc1	3
O=C1C2CCCN2C(c2ccc(F)cc2)N1c1nccs1 (centres undefined)	4
CCOC(=O)CNC(=O)C1c2ccccc2C(=O)N(c2ccc(OC)cc2)C1c1ccc(OC)cc1 (centres undefined)	-4
O=C(O)c1cccc(-n2nnnc2SCc2ccccn2)c1	-2
C=CCSc1nnc2c(n1)OC(c1ccccn1)N(C(C)=O)c1ccccc1-2 (centres undefined)	-3
CC1CCCC(C)N1C(=O)COc1ccc(-c2nnco2)cc1 (centres undefined)	4
CCOc1cc(/C=N/O)cc(Br)c1OCc1ccc(Cl)cc1	-5
Cc1ccccc1N(CC(=O)N/N=C/c1ccccc1Cl)C(=O)c1ccccc1	0
COc1ccc(C(=O)Nc2nc3ccc(S(C)(=O)=O)cc3s2)cc1	-3
COCCCNC(=O)c1ccc2c3c(onc13)-c1ccccc1C2=O	16
Cc1ccc(OCCCCN2CCC(C)CC2)c(Br)c1	6
CN(C)CC#Cc1ccc([C@H]2[C@@H](CO)N3CCCCN(C(=O)C4CC4)C[C@H]23)cc1	1
C(=N\n1cnnc1)/c1ccc(OCc2cccc3ccccc23)cc1	7
Cc1cn(C(=O)CN2C(=O)c3ccccc3C2=O)c(C)n1	1
Cc1c(Br)cc(C(=O)O)c(C)c1C	-16
Cc1ccc2[nH]c3c(N4CCc5ccccc5C4)ncnc3c2c1	-9
COC(=O)N/N=C\C=C\c1ccc2c(c1)OCO2	3
CCOC(=O)NC(c1ccccc1)C1CCCCC1=O (centres undefined)	-3
COc1ccc(/C=C2/C(=O)N(c3ccccc3)N=C2C)cc1	12
Cn1c(=O)c2c(SCC(=O)N3CCCC3)nc(-c3ccccc3)nc2n(C)c1=O	-7
CCc1nnc(NC(=O)CSc2ccc(-c3nc4ccc(C)cc4[nH]3)cn2)s1	-2
C=CCNC(=O)c1ccc(-c2nc(-c3ccc(Cl)cc3Cl)cs2)cc1	-12
CCN(CC)S(=O)(=O)c1ccc(Oc2cccc(C(C)=O)c2)nc1	-4
Cc1c(Cl)c(C(F)(F)F)nn1CC(=O)N1CCSCC1	-6

(cont.)
Compound	RAD54 inh
CC1CCCN(C(=O)Cn2cnc3c2c(=O)n(C)c(=O)n3C)C1 (centres undefined)	6
CCCC(=O)Nc1ccccc1N1CCN(C(=O)c2ccccc2)CC1	11
CC1=NN(/C(=N\c2nnc(C)s2)Nc2ccccc2)[C@H](c2ccc(C)cc2)S1	-4
Cc1cc(NC(=O)CCC(=O)N(CC(=O)NC2CCCC2)c2cccc(C)c2C)no1	-9
CC(C)(C)NC(=O)c1ccccc1-c1nc(-c2ccccc2Cl)no1	-14
CCCCOc1ccc(C(=O)OC2CC(C)N(C)CC2C)cc1 (centres undefined)	3
Cc1onc(-c2ccccc2)c1C(=O)NNC(=S)NC(=O)/C=C/c1cccs1	3
Cc1c(OCC(F)(F)F)ccnc1CSc1nc2ccccc2[nH]1	-5
O=C(O)c1ccc2c(=O)n3c(nc2c1)/C(=C/c1cccc(Cl)c1Cl)CCCC3	1
COc1ccc(Nc2cc(C(=O)NCCCN3CCN(C)CC3)c3ccccc3n2)cc1OC	5
CCNC(=O)CC1C(=O)N(c2ccc(OC)cc2)C(=O)N1Cc1ccc(OC)cc1 (centres undefined)	-4
O=C(NCc1cccc(C(F)(F)F)c1)c1cc(Cl)cc(Cl)c1	-5
COC(=O)CN1C(=S)N(c2ccc(Cl)cc2)C(=O)C1CC(=O)Nc1ccc(Cl)cc1 (centres undefined)	0
